Assay outcomes deposited in PubChem by several laboratories.
DAX1 inh-1: DAX1 (NR0B1) inhibition, primary screen | inhibition, % at 6.8 µM | 370,000 compounds, 1.1% hits | HEK293T StAR-luciferase reporter, SF-1/DAX-1 repression relief | AID 652010;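 active means inhibition above the mean over all tested compounds plus 3 SD, cut at about 3.6% in these data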;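 further: 0% = DAX-1 cells with DMSO and 100% = cells lacking DAX-1 with DMSO; higher inhibition means more luminescence from relief of DAX-1 repression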
hgDAF-12 ag: hgDAF-12 agonism, primary luciferase screen; HEK293 GAL4-hgDAF12 UAS-luciferase reporter, agonist luminescence; normalized to butyrate control; activation, % at 6.8 µM; 370,000 compounds, 1.8% hits; AID 687014;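 active means activation above a cutoff set at the mean of all screened compounds plus 3 SD, cut at about 10% in these data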;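 further: 0% = DMSO wells and 100% = sodium butyrate wells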
NPR1 activator: GC-A (human) enzyme activation | P16066 | HEK293 GC-A cells, cGMP TR-FRET, EC30 ANP; 0% at EC30 ANP, 100% saturating ANP | activation, % at 10 µM | 370,000 compounds, 0.14% hits | AID 1671463; in the data active means activation above about 40%
DAX1 inh-2: inhibitors of human orphan nuclear receptor DAX1 (NR0B1); P51843; HEK293 Gal4-DAX1 luciferase reporter, luminescence; inhibition, % at 6.75 µM; 340,000 compounds, 0.99% hits; AID 504766;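 active means inhibition above the mean over all tested compounds plus 3 SD, cut at about 4.2% in these data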;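 further: 0% = DAX1-transfected cells with DMSO and 100% = empty-vector control cells with DMSO; inhibition shows as a rise in luminescence from relieved DAX1 repression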
Target sequence (P51843 207-470 limits assumed): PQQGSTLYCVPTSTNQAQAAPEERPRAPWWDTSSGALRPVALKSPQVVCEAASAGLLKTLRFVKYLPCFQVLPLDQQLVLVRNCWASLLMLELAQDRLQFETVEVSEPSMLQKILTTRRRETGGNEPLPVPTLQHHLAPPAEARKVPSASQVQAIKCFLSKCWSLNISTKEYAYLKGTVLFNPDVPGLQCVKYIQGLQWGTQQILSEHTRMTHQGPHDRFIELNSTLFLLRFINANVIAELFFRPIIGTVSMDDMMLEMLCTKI
SMARCA2 activ: SMARCA2 function activation, primary screen. activation, % at 9.1 µM. AID 652017. 370,000 compounds, 1% hits. MG213 cells, MMTV-luciferase reporter, dexamethasone, overnight; in the data active means activation above about 7.8%;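 further: 0% = vehicle wells and 100% = reference activator wells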
GC-B act: GC-B (human) receptor activation. HEK293-GC-B cells, CNP EC30, cGMP TR-FRET; 0% at EC30 CNP, 100% saturating CNP. AID 1920062. activation, % at 10 µM. 370,000 compounds, 0.11% hits. P20594;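 active means activation at 10 µM reaching about 35% in either raw or pattern-adjusted values, limit read from the data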
FXN GAA850 act: frataxin GAA850 promoter activation | HEK293 lucGAA850 FXN promoter luciferase reporter, 24 h; percent of 10 µM SAHA response | activation, % at 6 µM | 360,000 compounds, 0.56% hits | AID 540364;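 active means activation above the average of all compounds screened plus 3 SD, cutoff fixed separately per campaign, cut at about 7.5% in these data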;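 further: 0% = DMSO wells and 100% = 10 µM SAHA wells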
ADAM10 inh: inhibits human ADAM10; O14672; recombinant ADAM10, EDANS/DABCYL FRET peptide cleavage, 3 h; inhibition, % at 7 µM; 370,000 compounds, 0.62% hits; AID 720582;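 active means inhibition above a per-campaign cutoff equal to the mean of compounds falling between control-based bounds plus 3 SD, cut at about 20% in these data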;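 further: 0% = DMSO wells while the 100% control is not disclosed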
hcDAF12 agonist: activators of H. contortus DAF-12 nuclear receptor; 370,000 compounds, 1.4% hits; AID 652067; HEK293 hcDAF-12 lit1-tk-luc reporter, luminescence; 0% DMSO, 100% Δ7-dafachronic acid; activation, % at 6.8 µM;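 active means activation above the mean of all tested compounds plus 3 SD, cut at about 5.5% in these data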;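 further: 100% = response to 3 µM Δ7-dafachronic acid high control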
ssDAF12 agonist: activates DAF-12 receptor from parasite S. stercoralis; HEK293 ssDAF-12/GRIP1 lit1-tk-luc reporter, luminescence; % of 3 µM dafachronic acid response; activation, % at 6.8 µM; 370,000 compounds, 1% hits;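 active means activation above the mean over all tested compounds plus 3 SD, cut at about 0.9% in these data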;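 further: 0% = DMSO-only wells and 100% = 3 µM delta7-dafachronic acid wells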
HGIII-sPLA2 inh: Blocks human group III sPLA2 activity; Q9NZ20; AID 743126; 370,000 compounds, 0.56% hits; QFRET BODIPY PC-A2 liposome hydrolysis, fluorescence; inhibition, % at 12.2 µM;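 active means inhibition above mean plus 3 SD of compounds lying within the high and low control bounds, cut at about 19% in these data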;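 further: 0% = median of test compound wells and 100% = no enzyme DMSO wells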
Target sequence (Q9NZ20 whole entry, looked up): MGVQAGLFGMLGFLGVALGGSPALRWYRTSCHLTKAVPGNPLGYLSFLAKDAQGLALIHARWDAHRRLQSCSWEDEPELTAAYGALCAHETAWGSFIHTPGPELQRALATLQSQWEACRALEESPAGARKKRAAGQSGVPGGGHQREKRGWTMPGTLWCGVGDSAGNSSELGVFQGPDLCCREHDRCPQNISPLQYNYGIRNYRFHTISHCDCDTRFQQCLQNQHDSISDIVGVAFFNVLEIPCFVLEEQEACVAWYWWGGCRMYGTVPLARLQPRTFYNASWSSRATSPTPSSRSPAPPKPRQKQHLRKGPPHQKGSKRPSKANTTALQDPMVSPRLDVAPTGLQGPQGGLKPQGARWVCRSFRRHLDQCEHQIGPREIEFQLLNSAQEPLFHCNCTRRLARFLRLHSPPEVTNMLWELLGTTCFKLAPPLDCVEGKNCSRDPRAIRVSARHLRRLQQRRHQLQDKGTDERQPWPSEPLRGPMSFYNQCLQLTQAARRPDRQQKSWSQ
* marks the source's active call; other numbers are inactive results; i = inactive; . = not tested or not shown.

SMILES	DAX1 inh-1	hgDAF-12 ag	NPR1 activator	DAX1 inh-2	SMARCA2 activ	GC-B act	FXN GAA850 act	ADAM10 inh	hcDAF12 agonist	ssDAF12 agonist	HGIII-sPLA2 inh
COc1ccccc1S(=O)(=O)N(C)C[C@@H]1OCc2cnnn2CCCC(=O)N([C@H](C)CO)C[C@H]1C	0.8	2.6	1	1.7	-2	1	1.9	-11	2.0	-1.0	-4
NC(=O)c1ccc(N2CCCCC2)c(N2C(=O)CCC2=O)c1	-0.1	-1.0	-3	-0.1	2	2	2.3	4	-0.8	-1.1	2
CC(C)(C)OC(=O)NCCCCCc1cn([C@@H](CO)C(=O)NCCCCCCCCCCC(=O)N2CCN(C(=O)OC(C)(C)C)CC2)nn1	-2.6	-12	-2	-6.3	-2	6	-5.4	0	-6.2	-2.7	-27
CCOC(=O)c1cnc2ccccc2c1NCCc1ccc(OC)c(OC)c1	-1.4	-1.4	-1	1.4	-5	-1	1.1	-4	-1.0	-1.5	-5
CC1CC1C(=O)N(CCC1=CCCCC1)c1c(N)n(Cc2ccccc2)c(=O)[nH]c1=O (stereo not given)	-0.8	0.1	0	-0.4	-2	3	-1.4	-10	-1.1	-0.7	10
CCN(C(=O)COC(=O)c1ccc(Sc2ncn[nH]2)c([N+](=O)[O-])c1)c1ccccc1C	0.3	-1.3	-4	.	-3	5	.	6	-0.2	-0.4	-29
COc1cccc(CNC(=O)CC(NC(=O)c2ccccc2)c2ccccc2)c1 (stereo not given)	2.6	-3.4	1	0.5	-2	-2	1.1	5	-0.5	-1.2	-1
COc1cc(-c2nc3cnccn3c2Nc2ccccc2)ccc1O	-1.6	-1.5	-4	0.5	-2	-16	-5.1	-198	-0.9	-1.5	-4
COc1ccc2oc(-c3ccncc3)cc(=O)c2c1	3.3	10.0	0	2.1	8.7*	-3	6.5	i	0.1	-1.0	3
COc1ccccc1NC(=O)COC(=O)c1c(C)nn(-c2ccccc2)c1C	2.0	-0.1	-5	0.2	4	-3	0.8	5	-0.6	-1.3	-4
CCOc1ccccc1OCC(=O)NC1CCSc2ccccc21 (stereo not given)	-0.6	3.3	-2	-0.6	-1	-1	2.5	0	-1.0	-1.0	-3
O=C(c1ccc(COc2ccc(Br)cc2)o1)N1N=C(C(F)F)CC1(O)C(F)F (stereo not given)	-1.1	-4.0	5	-1.8	-8	6	0.9	18	-2.0	-1.5	-15
CC(C)C(C=Cc1ccccc1)=NNS(=O)(=O)c1ccccc1	0.4	-1.3	-2	.	2	-1	.	-12	1.5	-1.7	5
O=C(Nc1ccc(N2C(=O)CCC2=O)cc1Cl)c1cccs1	0.2	0.6	0	-0.9	-1	-2	0.2	2	-1.4	-0.8	0
O=C(NCC1CCCO1)C(c1cccnc1)N(C(=O)Cc1cccs1)c1cccnc1 (stereo not given)	1.8	0.6	-3	2.8	-4	-4	-1.3	7	-1.1	0.0	8
COC(=O)c1ccc(NC(=O)c2ccccc2N(C)S(=O)(=O)c2ccccc2)cc1	-0.2	-3.0	0	-0.7	-1	7	-1.6	1	-1.0	-1.2	1
CC1=C(C)/C(=N\OC(=O)/C=C/c2ccccc2)C=CC1=O	-0.5	-1.3	-2	-0.1	1	-2	0.8	5	0.6	-0.9	0
COc1cccc(CNC(=O)COC(=O)CN(C)S(=O)(=O)c2ccc(NC(C)=O)cc2)c1	-1.3	-0.6	-2	-0.1	-1	-2	1.6	1	-0.2	-1.1	1
COCCN(C(=S)Nc1ccc(OC)cc1)C(C)c1cccs1 (stereo not given)	0.4	0.5	-3	0.3	3	1	0.8	-4	3.5	-0.7	4
Cc1sc(NC(=O)CSc2nnc(COc3ccccc3)n2C)c(C#N)c1C	0.6	-2.6	-3	3.9	-2	-2	0.5	-3	-0.1	-0.3	4
CCOc1ccccc1C=NN1CCCCCC1	0.6	-1.1	-4	-1.6	-1	3	-0.4	-4	0.6	-0.8	2
COCCSc1ccccc1C(=O)NCc1ccc2c(c1)OCO2	-1.0	-2.2	4	-1.0	-2	1	-0.2	2	0.4	-0.8	4
CC(=O)Nc1ccc(N=Nc2ccccc2)cc1	4.2*	16*	8	2.4	3	0	4.0	1	4.5	-0.6	17
O=c1[nH]c2cccc(F)c2n2cccc12	0.9	-0.8	3	1.8	-1	0	1.2	5	-0.5	-0.5	-1
CCc1sc(C(=O)NCCCn2ccnc2)cc1Br	-1.0	-1.5	-3	-0.8	2	-1	0.4	3	-3.4	-1.3	-7
COc1cccc(N=NC2C(=O)N(C(N)=S)N=C2C)c1 (stereo not given)	0.5	4.4	0	0.5	0	1	5.1	21*	2.0	-1.0	23*
CCN(CC)C(=O)Cn1nnc(-c2ccc(S(C)(=O)=O)cc2)n1	-1.3	-0.6	3	1.0	-2	1	-0.8	-3	-0.6	-1.7	-2
COc1ccc(N(CC(=O)NC2CCCC2)S(=O)(=O)c2c(C)[nH]c(=O)[nH]c2=O)cc1	-0.2	0.2	2	-0.6	-3	5	-0.2	3	-0.6	-1.4	-8
O=C(CC1C(=O)NCCN1C(=O)Nc1ccccc1)Nc1cc(Cl)cc(Cl)c1 (stereo not given)	-1.2	1.5	2	-0.4	-1	-5	1.5	11	-0.6	-0.1	-21
CCOC(=O)N1CCN(C(=O)C(NC(=O)c2ccc(C(C)(C)C)cc2)C(C)C)CC1 (stereo not given)	-3.8	-0.9	0	-0.7	-3	4	-2.8	-6	-3.1	-2.0	-5
COC(=O)C1=C(Nc2ccccc2NC(=O)c2ccccc2C(=O)O)CSC1	2.9	9.0	4	2.7	2	2	4.0	-13	7.5*	1.7*	7
Cc1ccc(NC(=O)Nc2cccn(Cc3c(F)cccc3Cl)c2=O)cc1	0.2	3.0	-1	1.5	-1	2	2.8	-4	0.6	-0.9	-4
C=C(C)Cn1c(CCNC(=O)CC)nc2ccccc21	0.4	-2.1	0	-1.0	-2	-2	0.2	9	0.8	-0.9	7
COc1ccc(-c2noc(CCCC(=O)NCCc3ccccc3)n2)cc1OC	-0.8	-4.7	-7	-2.6	-5	0	-4.1	-9	-3.2	-1.5	-8
CCOP(=O)(/C(C#N)=C(\C)O)c1ccccc1 (stereo not given)	-0.1	1.5	3	0.4	1	5	-1.1	-7	0.1	-1.1	8
O=C(Cn1cc(COc2ccc3ccccc3c2)nn1)NS(=O)(=O)c1cccc(OC(F)F)c1	1.2	1.9	5	.	-7	-1	1.7	-14	0.4	-0.4	-45
COc1ccc(S(=O)(=O)N2CCN(c3ccccc3)CC2)cc1C(=O)N1CCCC1	-0.2	0.0	0	1.8	-2	1	-1.4	-1	-1.6	-0.7	1
COc1cccc(Nc2ncnc3ccc(Br)cc23)c1	-0.8	2.8	9	0.3	-6	5	-6.2	-12	-3.8	-1.9	7
CCc1ccc2[nH]cc(C(=O)OCCOC)c(=O)c2c1	-0.6	-1.6	4	1.0	-2	-2	-0.6	0	-0.3	-0.5	-3
O=C(/C=C/c1ccc(Cl)cc1Cl)Nc1ccncc1	0.0	5.1	-6	-1.4	-2	-9	2.9	7	0.3	-1.8	8
CCOC(=O)N1CCN(C(=S)NC(=O)c2ccc(Br)cc2)CC1	-0.7	-3.7	5	-0.5	0	1	0.9	0	-0.2	-0.3	4
C/C(=N\Nc1cccc(Cl)c1)C1(C)N(O)C(C)(C)C(c2ccco2)=[N+]1[O-] (stereo not given)	0.5	-2.7	-1	0.3	-2	2	-1.8	-32	1.4	-1.1	-4
CC(C)Cn1c(N)c(S(=O)(=O)c2cccs2)c2nc3ccccc3nc21	-0.5	-1.9	-7	-0.5	-1	-8	-0.1	i	-0.7	-0.8	-4
O=c1cc(-c2cccc(Cl)c2)oc2cccc(O)c12	0.9	3.0	1	0.4	1	-6	2.8	4	3.1	-0.5	10
CCOc1ccc(S(=O)(=O)N2CCCC(C(=O)Nc3cccc(C)c3)C2)cc1 (stereo not given)	0.5	0.4	-2	0.4	-4	2	2.0	13	0.5	-1.2	-1
Cc1ccc(-c2cnc(N)n2C)cc1C	1.3	2.6	5	0.5	-2	3	-1.3	-5	-0.6	-0.3	20*
CCc1cccc(C)c1NC(=O)COC(=O)CNC(=O)c1cccs1	1.9	-0.8	-1	4.0	-1	1	1.8	-4	0.4	-0.8	-6
CCOC(=O)NC(=O)COC(=O)CCCSc1nc2ccccc2s1	-0.7	-4.4	1	0.1	-5	1	-1.0	8	0.8	-1.4	-6
CCOC(=O)c1oc2ccccc2c1NC(=O)c1cccc(OC)c1OC	-0.2	-2.7	9	1.5	-2	5	-2.5	3	-3.2	-2.0	-13
O=S(=O)(c1ccc(OCC(O)CN2CCc3ccccc3C2)cc1)N1CCOCC1 (stereo not given)	0.2	2.1	2	0.7	1	2	0.8	-5	-0.2	-0.2	-5
COc1ccc(/C=C(/NC(=O)c2ccc(C)cc2)C(=O)NCc2ccncc2)cc1	-0.2	4.6	1	1.6	-3	6	-1.8	-3	0.2	-1.2	10
Cc1onc(-c2ccccc2)c1C(=O)N1CCN(C/C=C/c2ccccc2)CC1	-0.2	0.8	0	-0.6	-1	9	4.6	-12	-2.8	-1.1	-8
CCOC(=O)C1(Cc2ccc(OC)cc2)CCN(C(=O)Cc2cccnc2)CC1	0.3	-1.4	-2	-1.2	2	1	3.9	-7	2.9	-0.9	1

Grouped by structure, the entries above containing a Cl atom (6)
SMILES	DAX1 inh-1	hgDAF-12 ag	NPR1 activator	DAX1 inh-2	SMARCA2 activ	GC-B act	FXN GAA850 act	ADAM10 inh	hcDAF12 agonist	ssDAF12 agonist	HGIII-sPLA2 inh
O=C(Nc1ccc(N2C(=O)CCC2=O)cc1Cl)c1cccs1	0.2	0.6	0	-0.9	-1	-2	0.2	2	-1.4	-0.8	0
O=C(CC1C(=O)NCCN1C(=O)Nc1ccccc1)Nc1cc(Cl)cc(Cl)c1 (stereo not given)	-1.2	1.5	2	-0.4	-1	-5	1.5	11	-0.6	-0.1	-21
Cc1ccc(NC(=O)Nc2cccn(Cc3c(F)cccc3Cl)c2=O)cc1	0.2	3.0	-1	1.5	-1	2	2.8	-4	0.6	-0.9	-4
O=C(/C=C/c1ccc(Cl)cc1Cl)Nc1ccncc1	0.0	5.1	-6	-1.4	-2	-9	2.9	7	0.3	-1.8	8
C/C(=N\Nc1cccc(Cl)c1)C1(C)N(O)C(C)(C)C(c2ccco2)=[N+]1[O-] (stereo not given)	0.5	-2.7	-1	0.3	-2	2	-1.8	-32	1.4	-1.1	-4
O=c1cc(-c2cccc(Cl)c2)oc2cccc(O)c12	0.9	3.0	1	0.4	1	-6	2.8	4	3.1	-0.5	10
